rCAG binder: binders of r(CAG) RNA repeats, primary screen, biochemical, fluorescence. r(CAG) RNA repeat, TO-PRO-1 dye displacement fluorescence. inhibition, % at 3 µM. 370,000 compounds, 1.3% hits. AID 651821, 2012;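 active = inhibition above the plate cutoff, the mean of all test compounds on that plate plus 3 SD, cut at about 35% in these data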;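 note: 0% = DMSO alone and 100% = 100 µM mitoxantrone as full dye displacement; higher means more dye released from RNA so lower well fluorescence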
TDP2 absorb: human TDP2 enzyme inhibitors, primary screen, biochemical, epi absorbance, recombinant enzyme; Tyrosyl-DNA phosphodiesterase 2 (Homo sapiens), O95551; T5PNP hydrolysis, p-nitrophenol absorbance 415 nm; inhibition, % at 12.8 µM; 370,000 compounds, 0.34% hits; AID 720702, 2013;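 active = inhibition above the mean of all tested compounds plus 3 SD, set per campaign, cut at about 25% in these data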;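 note: 0% = DMSO with enzyme and 100% = buffer with substrate but no TDP2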
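Incubation: 2 h at 37 °C; Test system: recombinant human TDP2; Quantity: enzyme 120 nM; Read-out basis: percent inhibition; Medium: 50 mM Tris-HCl pH 7.5 with Mg2+, KCl, DTT, BSA; Repeats: single replicate; Compound: 12.8 µM single point, 1% DMSO; Signal: epi absorbance; Reagent: 5 mM T5PNP chromogenic substrate; Benchmarks: no-enzyme high, DMSO-plus-enzyme low.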
Rev-erbA mod: modulators of Rev-erb alpha DNA binding, primary screen, biochemical, FITC-DNA, fluorescence polarization, uHTS; AID 1259318, 2017; 370,000 compounds, 0.79% hits; Nuclear receptor subfamily 1 group D member 1 (Homo sapiens), P20393; activity, % at 10 µM; Rev-erbα–FITC-DNA binding, 90 min;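 active = activity above about 14%, limit read from the data; passing the limit was not always enough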;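 note: 0% = DMSO wells with 35 nM protein and 100% = DMSO wells with 750 nM protein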
Target sequence (P20393 whole entry, looked up): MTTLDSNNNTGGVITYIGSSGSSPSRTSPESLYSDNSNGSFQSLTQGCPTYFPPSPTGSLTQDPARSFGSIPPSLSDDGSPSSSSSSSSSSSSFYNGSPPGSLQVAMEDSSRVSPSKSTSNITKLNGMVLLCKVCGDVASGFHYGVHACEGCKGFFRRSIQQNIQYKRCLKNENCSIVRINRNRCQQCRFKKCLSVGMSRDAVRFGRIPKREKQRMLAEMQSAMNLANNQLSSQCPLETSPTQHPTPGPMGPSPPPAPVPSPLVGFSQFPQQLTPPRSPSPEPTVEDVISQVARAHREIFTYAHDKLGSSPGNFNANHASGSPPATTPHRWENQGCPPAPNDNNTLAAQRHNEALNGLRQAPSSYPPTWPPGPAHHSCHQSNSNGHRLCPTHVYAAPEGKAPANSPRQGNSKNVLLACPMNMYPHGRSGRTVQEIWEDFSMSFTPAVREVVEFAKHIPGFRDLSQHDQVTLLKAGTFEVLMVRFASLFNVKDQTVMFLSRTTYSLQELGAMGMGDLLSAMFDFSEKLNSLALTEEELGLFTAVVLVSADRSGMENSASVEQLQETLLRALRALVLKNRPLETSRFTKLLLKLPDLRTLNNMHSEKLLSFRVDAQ
SIAE primary: human SIAE inhibitors, primary screen, biochemical, fluorescence polarization, FP-Rh probe, 1536-well HTS; Sialate O-acetylesterase (Homo sapiens), Q9HAT2; SIAE FP-Rh probe binding; inhibition, % at 9.66 µM; 370,000 compounds, 0.69% hits;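 active = inhibition above a cutoff: mean of compounds within the control limits plus 3 SD of those, cut at about 17% in these data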;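 note: 0% = plate median of compound wells and 100% = probe without SIAE protein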
PRMT1 FP inh: PRMT1 methyltransferase inhibitors, primary screen, biochemical, fluorescence polarization; Protein arginine N-methyltransferase 1 (Homo sapiens), Q99873; recombinant PRMT1, activity-based probe fluorescence polarization; inhibition, % at 2.79 µM; 370,000 compounds, 1.3% hits; AID 652257, 2013;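 active = inhibition above about 21% made by adding two undisclosed values, limit read from the data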
LEDGF integ inh: blockers of LEDGF/p75-dependent integrase strand transfer – biochemical, TR-FRET, high throughput, primary screen; 370,000 compounds, 0.64% hits; HIV-1 integrase (with human LEDGF/p75); TR-FRET IN-LEDGF/p75 DNA integration, Eu/Cy5; inhibition, % at 3.7 µM;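 active = inhibition above the screen-wide mean plus 3 SD, cut at about 13% in these data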;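 note: signal is the Cy5 over europium emission ratio at 671 and 618 nm; 0% = plate median of compound wells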
HTRA1 inh: HTRA1 serine protease inhibitors, primary screen, biochemical, fluorescence polarization, HTS; inhibition, % at 5.96 µM; recombinant HTRA1, FP-rhodamine activity-based probe; Q92743; 340,000 compounds, 0.5% hits; in the data active = inhibition above about 36%;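 note: 0% = enzyme with DMSO and 100% = wells lacking enzyme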
Target sequence (Q92743 whole entry, looked up): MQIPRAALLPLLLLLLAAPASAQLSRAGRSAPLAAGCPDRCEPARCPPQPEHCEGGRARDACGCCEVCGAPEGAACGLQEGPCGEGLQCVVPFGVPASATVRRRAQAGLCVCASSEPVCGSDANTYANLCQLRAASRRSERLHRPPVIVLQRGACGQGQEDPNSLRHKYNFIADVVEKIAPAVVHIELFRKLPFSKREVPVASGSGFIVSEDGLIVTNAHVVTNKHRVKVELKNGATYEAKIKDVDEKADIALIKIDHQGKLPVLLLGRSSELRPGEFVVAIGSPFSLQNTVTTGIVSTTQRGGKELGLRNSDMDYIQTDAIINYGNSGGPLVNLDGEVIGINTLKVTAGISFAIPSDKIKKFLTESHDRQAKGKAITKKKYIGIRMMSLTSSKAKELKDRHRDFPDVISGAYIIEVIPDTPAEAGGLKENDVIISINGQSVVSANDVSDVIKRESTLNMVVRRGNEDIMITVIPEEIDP
PG9 binder: binders of HIV-1 gp120 antibody PG9, primary screen, biochemical, TR-FRET. TR-FRET gp120-PG9 antibody binding. AID 624416, 2012. inhibition, % at 6.7 µM. 360,000 compounds, 0.43% hits. HIV-1 gp120 / PG9 antibody interaction; in the data active = inhibition above about 8.5%
ABHD4 inh: ABHD4 inhibitors, primary screen, biochemical, fluorescence polarization, mouse | (Lyso)-N-acylphosphatidylethanolamine lipase (Mus musculus), Q8VD66 | purified mABHD4, FP-Rh probe fluorescence polarization | inhibition, % at 8.92 µM | 370,000 compounds, 0.54% hits;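 active = inhibition exceeding the mean over every tested compound plus 3 SD, cut at about 30% in these data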;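 note: 0% = plate median of compound wells and 100% = S159A mutant with DMSO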
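Assay system: mouse ABHD4 enzyme, wild type / Also added: fluorescent activity-based probe FP-Rh / Doses: single nominal dose of 8.92 µM, 0.89% DMSO final / Timing: 45 min compound pre-incubation plus 60 min probe step, 25 °C / Signal: FP readout, ex 525 nm / em 598 nm / Control set: S159A mutant/DMSO as 100%, compound-well median as 0%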
TCR CD3 inh: inhibitors of human TCR-CD3 interaction, primary screen, biochemical, fluorescence, TAMRA-labeled TCR probe; T-cell receptor (TCR); inhibition, % at 9.4 µM; 360,000 compounds, 0.37% hits; AID 651800, 2012; in the data active = inhibition above about 19%;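 note: recombinant mutant TCR 2C K166C tagged with TAMRA read by polarization; 0% = receptor in buffer alone and 100% = receptor with positive control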
Numbers without * were called inactive; i = inactive; nt = no result given. An excerpt (hit frequency here may not be typical).

SMILES	TDP2 absorb	PG9 binder	rCAG binder	ABHD4 inh	PRMT1 FP inh	HTRA1 inh	SIAE primary	Rev-erbA mod	LEDGF integ inh	TCR CD3 inh
COC(=O)[C@@]12CCCN1[C@H](c1ccc(-c3ccc(F)cc3)cc1)[C@H]1C(=O)N(C)C(=O)[C@H]12	-7	-2.4	3	-8	1	-7	-3	1	0	0
CC1(C)C(=O)Nc2ccccc2N1C(=O)CSc1nc(-c2ccccc2)cs1	-14	-2.9	9	6	1	-19	1	4	2	4
Cc1cc(C(=O)NNC(=O)CCN2CCN(c3ccccc3)CC2)c2ccccc2n1	0	0.2	-1	-1	-3	10	-2	4	1	9
CCOc1ccc2nc(SCc3ccc(OC)cc3)sc2c1	-8	-0.5	-3	-3	-1	-11	2	3	0	2
CNC(=O)NC(=O)C(C)OC(=O)c1ccc(Cl)c(S(=O)(=O)Nc2ccc(F)cc2)c1 (stereo unspecified)	-9	0.2	9	0	-2	-11	-1	-1	1	2
Cc1nn(C)c(C)c1CS(=O)(=O)c1ccccc1	-7	-0.3	-2	1	5	1	-1	0	-6	-3
Cc1nn(CCCC(=O)Nc2cc(Oc3ccc(F)cc3)cc([N+](=O)[O-])c2)c(C)c1[N+](=O)[O-]	4	-2.4	8	-21	-1	-40	17	0	-1	-2
O=C(NCC1CCCO1)C1CC(c2ccc(Cl)c(Cl)c2)=NO1 (stereo unspecified)	-2	0.8	-5	-1	1	4	-3	6	-1	8
O=C(NCCN1C(=O)S/C(=C\c2ccc(F)cc2)C1=O)C1CCN(S(=O)(=O)c2cccs2)CC1	-3	-2.4	7	7	0	-8	-6	2	1	-5
COc1ccc(C(=O)NCC(=O)OCC(=O)Nc2sccc2C#N)cc1OC	9	-1.2	14	14	2	2	2	-2	2	11
O=c1[nH]c2c(s1)C(c1ccco1)C1C3CCC(C3)C1S2 (stereo unspecified)	34*	0.1	28	15	39*	-10	10	4	7	-5
COc1cc(-c2nnn(Cc3ccccc3C)n2)cc(OC)c1OC	5	-2.0	-6	-6	-4	-6	-2	5	0	1
COc1cc(OC)cc(-c2sc3ccc(OC)cc3c2C#CC(C)(C)O)c1	-4	-1.5	14	-52	-1	-83	-30	-4	1	6
O=C1/C(=C/c2cccnc2)SC(=NCc2ccccc2)N1Cc1ccccc1	0	1.7	2	-6	1	0	-1	-4	-1	-9
CCOc1cc(N2CCOCC2)c(OCC)cc1NC(=O)c1cc(C)nc2ccccc12	7	-2.7	-6	8	-1	5	5	-8	-1	-4
Cn1cccc1C(=O)NC(=O)COC(=O)c1cc([N+](=O)[O-])ccc1Cl	-1	-1.0	-4	1	5	1	3	-1	-6	-2
O=C(Cn1cnc2ccccc2c1=O)N(Cc1ccco1)c1ccc(O)cc1	12	1.9	2	2	0	-1	9	-2	-3	0
COc1ccc(C(=O)Nc2ccc(C(=O)N3CCCCC3C)cc2)c(OC)c1OC (stereo unspecified)	11	-3.1	-8	-4	-4	-1	9	-4	2	2
CCn1c2ccccc2c2cc(NS(=O)(=O)c3ccc(C)cc3)ccc21	-8	0.7	16	-6	1	-26	-13	-3	0	-9
Cc1cc(/C(O)=C2\C(=O)C(=O)N(CCN(C)C)C2c2ccncc2)ccc1OCc1ccccc1 (stereo unspecified)	5	0.4	-1	2	1	0	0	4	-1	-4
N#Cc1c(=O)c2nc(NCc3ccccc3)ncc2n2ccccc12	10	1.5	9	9	0	2	-2	0	44*	15
C[C@@H]1CN([C@H](C)CO)C(=O)CCCn2nncc2CO[C@H]1CN(C)Cc1ccccc1	10	-1.1	-1	7	0	-3	0	-3	-1	-5
O=C1CN(C(=O)COC(=O)c2oc3ccccc3c2COc2ccccc2)c2ccccc2N1	-2	1.1	13	1	0	-30	0	-2	1	-1
O=C(O)CC(NC(=O)CC(c1ccccc1)c1ccccc1)c1cccc([N+](=O)[O-])c1 (stereo unspecified)	-28	1.7	17	1	-3	7	-3	1	3	-4
COc1ccc(Sc2ncnc3onc(C)c23)cc1	2	-0.6	0	-1	0	3	9	5	-1	7
Cc1ccccc1N(C)S(=O)(=O)c1nnc(NC(=O)c2ccco2)s1	1	-0.6	31	-4	2	-4	-8	-15	6	10
CCc1nc2cc(NC(=O)C3(C)CCCN(C(C)=O)C3)ccc2o1 (stereo unspecified)	4	-1.6	-1	3	-1	nt	6	-1	-3	6
O=C(C1CCN(CCCc2ccccc2)CC1)N1CCCCC1	-7	-1.1	-1	8	0	-7	3	4	3	0
COC(=O)c1ccc(C(=O)OC)c(NC(=O)CN2CCCCC2)c1	6	-1.9	-5	4	1	-3	-3	-5	-4	-5
CCOC(=O)C1(Cc2ccccc2C)CCCN(Cc2cn(C)nc2C)C1 (stereo unspecified)	-3	-0.4	-10	5	2	4	3	0	1	-9
O=C(Nc1ccc(S(=O)(=O)Nc2ncccn2)cc1)c1ccc(S(=O)(=O)N2CCCC2)cc1	5	-1.5	8	-8	0	-5	-8	-5	4	5
CC(C)c1ccc(C(CC(=O)c2ccc(Cl)cc2)C(=O)O)cc1 (stereo unspecified)	-10	-0.2	45*	-9	-2	-2	3	-1	8	-9
Cc1cccc(C(=O)N[C@@H]2CC[C@@]34CCCN3C(=O)CCC[C@H]4[C@H]2C)c1	-8	nt	nt	-6	6	nt	2	-8	-1	nt
CC(C)(CNC(=O)c1sc2cc(Cl)ccc2c1Cl)N1CCOCC1	5	0.0	-7	1	-1	-23	-2	6	1	-1
Cc1cccc(C)c1OCc1n[nH]c(=S)o1	1	-0.3	2	1	0	-3	-9	-1	0	-1
COCCN(C(=O)COC(=O)c1cc(C)n(-c2ccccc2)c1C)c1c(N)n(Cc2ccccc2)c(=O)[nH]c1=O	2	-0.5	-3	5	2	-3	5	2	-4	-4
O=C(CC1C(=O)NCCN1C(=O)c1ccc(Cl)cc1)Nc1ccc(F)cc1 (stereo unspecified)	-1	-2.1	-1	2	-3	0	-9	4	1	1
Nc1ccccc1SCc1csc(-c2ccc(Cl)cc2)n1	10	-2.0	0	-8	16	-5	3	-2	-4	2
CCOCCCNC(=O)C(c1ccc(C)cc1)N(Cc1ccc2c(c1)OCO2)C(=O)c1ccccn1 (stereo unspecified)	5	0.4	-11	4	2	7	0	1	-1	1
Cc1cccc(OCC(=O)Nc2ccc3nc(C)sc3c2)c1	0	1.4	-5	-2	4	-28	-2	-4	1	-5
O=[N+]([O-])c1ccccc1S(=O)(=O)N1CCN(c2ccccn2)CC1	2	-0.8	-4	3	4	2	0	-1	0	1
O=C(CSc1ncccc1-c1nc2ccccc2[nH]1)N1CCc2ccccc21	5	14*	7	5	1	-21	-11	28*	0	2
CN(CC(=O)NCCCN1CCOCC1)S(=O)(=O)c1cc(Cl)ccc1Cl	-12	-4.9	0	4	-2	4	10	1	3	-6
CNc1oc(-c2ccc(Cl)cc2)nc1C#N	-3	-0.8	-2	9	-1	3	4	4	0	-5
Cc1c(-c2ccc(OCCN3CCCCC3)cc2)c(=O)oc2ccc3ccccc3c12	11	-0.7	1	5	-2	-7	3	1	1	5
O=C(Nc1cc(Cl)cc(Cl)c1)c1ccno1	8	-2.4	4	-7	0	-8	-7	5	0	1
COc1cc(C(=O)Nc2nc(-c3ccc(C)cc3)cs2)ccc1OCC(=O)N1CCOCC1	7	-2.5	1	-25	-2	-18	-13	-4	1	1
CCCCc1ccc(S(=O)(=O)NC(=O)C2(C)CCN2C(=O)CC2CC2)cc1 (stereo unspecified)	-17	-1.1	5	-1	6	nt	-4	-5	-3	-4
CC(CCc1ccccc1)NC(=O)CSc1ccccc1 (stereo unspecified)	-5	-1.8	0	-1	2	0	-3	1	1	3
Cc1nn(C)cc1N1C(=O)c2cccc3c(N)ccc(c23)C1=O	-8	-14	i	35*	165*	nt	14	153*	0	38*
O=C(NCc1ccc(F)cc1)c1ccc(CNc2c(N3CCOCC3)c(=O)c2=O)cc1	-6	-3.8	-1	-2	-1	4	9	-4	-4	-5
CCC[C@H]1[C@@H](N)CC[C@@]23CCCN2C(=O)CCC[C@@H]13	-6	nt	nt	4	-2	nt	-3	-6	3	nt
CC(C)OCC1CC(CC(=O)NC(=S)Nc2cccc([N+](=O)[O-])c2)C(=O)O1 (stereo unspecified)	6	0.1	-4	1	-3	-4	3	-14	1	2
Cc1nc2cc(C(F)(F)F)ccc2n1CCNc1nc(-c2ccc([N+](=O)[O-])c(Cl)c2)cs1	-9	-0.9	18	15	2	-19	7	2	0	10
Nc1nnc(SCC(=O)Nc2ccc(F)c(Cl)c2)n1-c1ccccc1	-16	-2.8	0	-3	-2	2	4	-6	1	4
CC1(C(=O)NS(=O)(=O)c2ccccc2Cl)CCN1C(=O)c1cccc2ccccc12 (stereo unspecified)	-4	-0.6	22	-4	-1	nt	-12	0	5	-2

Remaining list, next part
SMILES	TDP2 absorb	PG9 binder	rCAG binder	ABHD4 inh	PRMT1 FP inh	HTRA1 inh	SIAE primary	Rev-erbA mod	LEDGF integ inh	TCR CD3 inh
CCOc1ccc(N(CC(=O)NCc2ccccc2)S(=O)(=O)c2ccc(C)cc2)cc1	18	0.4	-1	-1	-2	-2	6	-12	2	5
O=C(NCc1ccccn1)c1cc(-c2ccccc2Cl)on1	12	-0.4	-1	-2	3	0	-4	-3	-4	8
COc1cc(/C=N\NC(=O)CNC(=O)C(c2ccccc2)c2ccccc2)ccc1O	6	-0.9	4	8	4	2	9	3	-4	-10
Cc1cc(-c2nn(-c3ccccc3F)cc2CN2CCN(c3ccncc3)CC2)c(C)s1	-4	-2.8	13	6	2	-12	-8	-1	-3	-3
Cc1ccc(S(=O)(=O)NCC(=O)OCc2ccccc2Br)cc1	1	-1.6	0	3	0	-8	-3	-3	-7	-7
CNC(=O)C[C@@H]1CC[C@@H]2[C@H](COc3ccc(NC(=O)c4cccc(F)c4)cc3C(=O)N2C)O1	-4	nt	1	5	3	nt	4	-1	1	nt
